Screening data as filed in PubChem BioAssay.
LMNA splice mod: LMNA splicing modulation; HeLa LMNA splicing GFP/RFP minigene ratio, 48 h; Potency, µM (highest dose often 46.1 µM), without a hit: at the top dose ratio change, negative = inhibition, hits mostly inhibitors; 200,000 compounds, 0.01% hits; AID 1487; active means well fitted inhibition curve with a large enough effect in the signal ratio, with a control signal flat, not every such curve was filed as active; inconclusive means small, poorly fitted or top-dose-only effect, or effect the other way, or a change in a side signal; the % refers to the signal ratio; further: on the % scale 0 is the no-effect control and ±100 the full control effect
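Read-out is the ratio of GFP to DsRed2 object intensity, acquired by 488 nm laser-scanning cytometry on HeLa lamin A-EGFP minigene reporter cells. Compound incubation 48 hrs at 37 °C in Opti-MEM with 2% FBS; DMSO 0.5% final.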
SMN2 splice enh: increases expression of the SMN2 splice variant; Potency, µM (titrated, usually from 46.1 µM), without a hit: top-dose activity change, positive = activation, most hits filed as activators; HEK293 SMN2-luciferase splicing reporter, luminescence, 30-36 h; 210,000 compounds, 2.8% hits; further: % of control where 0% means no effect; nearly all actives have a fitted effect of over 55% in size
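HEK293 cells carry an SMN2 […]–luciferase reporter in which exon 7 inclusion puts luciferase in frame. Cells were plated 10-12 h before compound addition, then incubated 30-36 h at 37C. ONE-Glo luminescence was read; sodium butyrate at 4.5 mM final served as control.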
KDM4E inh: JMJD2E (human) inhibition; JMJD2E catalytic domain, FDH-coupled NADH fluorescence (FDH is formaldehyde dehydrogenase); 230,000 compounds, 1.6% hits; Potency, µM (doses to about 57.1 µM), for the others: top-dose activity change, negative = inhibition, actives largely listed as inhibitors; B2RXH2; active means well fitted inhibition curve with a large enough effect, not every such curve was filed as active; inconclusive means small, poorly fitted or top-dose-only effect, or another doubt; inactive means no such curve, though single readings can be large or run the other way;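 further: 0% = wells with enzyme and -100% = buffer wells without enzyme; nearly all actives have a fitted effect of over 50% in size; many of its hits are not listed in these tables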
TR SRC2 fluor cs: alters Texas Red total fluorescence, flagging assay interference. TRb/SRC2 Texas Red total fluorescence interference. 280,000 compounds, 0.29% hits. Potency, µM (doses to about 106 µM), for inactives: top-dose fluorescence change, negative = quenching; active means well fitted curve in either direction with a large enough effect; inconclusive means small, poorly fitted or top-dose-only effect; further: on the % scale 0 is the no-effect control and ±100 the full control effect
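Flags fluorescent or light-absorbing compounds by total fluorescence, S + 2P, at 555 nm excitation and 632 nm emission. Mixture: 20 nM Texas Red SRC2 peptide, 0.6 uM human TRb LBD, 1 uM T3, 5% DMSO; compound exposure 5 h at ambient temperature.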
TRb SRC2 PPI: inhibitors of human thyroid hormone receptor beta-SRC2 interaction | P10828 | TRbeta-SRC2 peptide binding, fluorescence polarization; receptor liganded with 1 µM T3 | Potency, µM (titrated, usually from 106 µM), for inactives: at the highest dose activity change, negative = inhibition, most hits filed as inhibitors | 280,000 compounds, 0.065% hits | AID 1469;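 further: plate controls were bound peptide for no effect and peptide without receptor for full effect; nearly all actives have a fitted effect of over 50% in size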
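Decrease in fluorescence polarization of 20 nM Texas Red SRC2 coactivator peptide flagged inhibition of its binding to 0.6 uM TRb LBD; 1 uM T3 included, incubation 5 hr, ex 555/em 632 nm.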
RECQ1 helicase: inhibitors of human RECQ1 DNA helicase. P46063. RECQ1 DNA unwinding, red fluorescence kinetic read. Potency, µM (titrated, usually from 57.3 µM), without a hit: at the highest dose activity, negative = inhibition, most hits filed as inhibitors. 240,000 compounds, 0.54% hits;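 further: plate controls were vehicle for no effect and no enzyme for full effect; nearly all actives have a fitted effect of over 30% in size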
Target sequence (P46063 whole entry, looked up): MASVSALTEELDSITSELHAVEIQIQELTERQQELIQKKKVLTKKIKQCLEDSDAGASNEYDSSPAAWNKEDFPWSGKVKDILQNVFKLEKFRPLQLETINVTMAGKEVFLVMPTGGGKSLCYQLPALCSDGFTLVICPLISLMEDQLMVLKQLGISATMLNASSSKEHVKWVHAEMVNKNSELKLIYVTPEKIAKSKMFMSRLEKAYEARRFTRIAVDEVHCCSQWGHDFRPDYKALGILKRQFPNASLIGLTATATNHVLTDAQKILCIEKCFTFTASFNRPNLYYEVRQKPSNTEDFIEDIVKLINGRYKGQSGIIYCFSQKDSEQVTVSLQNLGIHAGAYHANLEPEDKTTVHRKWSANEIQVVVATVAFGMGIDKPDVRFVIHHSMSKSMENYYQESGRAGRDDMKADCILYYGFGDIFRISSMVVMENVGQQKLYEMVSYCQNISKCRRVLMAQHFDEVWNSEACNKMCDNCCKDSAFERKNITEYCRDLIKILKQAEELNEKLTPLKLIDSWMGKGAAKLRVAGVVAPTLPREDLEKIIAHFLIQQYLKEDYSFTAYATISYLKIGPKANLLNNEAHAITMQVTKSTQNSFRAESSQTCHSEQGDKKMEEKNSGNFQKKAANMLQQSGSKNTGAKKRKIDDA
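RECQ1T1 50 nM; forked duplex (20 bp + 30-nt ss tails) 200 nM, ATP 2 mM final; pH 8.0, 2 mM MgCl2, 2.5 ug/ml poly(dI-dC); 15 min compound preincubation; discontinuous kinetic read over 2 h at RT.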
ALDH1A1 block: blocks purified human ALDH1A1 activity. P00352. Purified ALDH1A1, NADH fluorescence, propionaldehyde substrate. Potency, µM (highest dose often 75.3 µM), without a hit: top-dose activity, negative = inhibition, actives largely listed as inhibitors. 220,000 compounds, 7.3% hits; active means well fitted inhibition curve with a large enough effect, not every such curve was filed as active; inconclusive means small, poorly fitted or top-dose-only effect, or another doubt; inactive means no such curve, though single readings can be large or run the other way;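 further: plate controls were no enzyme wells and a reference inhibitor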
GoLoco inh red: blocks human Gai1 binding to RGS12 GoLoco peptide, red readout; Gai1:RGS12 GoLoco peptide FP, rhodamine, 10 min; Potency, µM (titrated, usually from 61.6 µM), for inactives: top-dose activity, negative = inhibition, actives largely listed as inhibitors; 230,000 compounds, 0.44% hits; AID 880; active means well fitted inhibition curve with a large enough effect, not every such curve was filed as active; inactive means no such curve, though single readings can be large or run the other way; further: on the % scale 0 is the no-effect control and ±100 the full control effect; nearly all actives have a fitted effect of over 30% in size; many of its hits are not listed in these tables
Target sequence (P63096 whole entry, looked up): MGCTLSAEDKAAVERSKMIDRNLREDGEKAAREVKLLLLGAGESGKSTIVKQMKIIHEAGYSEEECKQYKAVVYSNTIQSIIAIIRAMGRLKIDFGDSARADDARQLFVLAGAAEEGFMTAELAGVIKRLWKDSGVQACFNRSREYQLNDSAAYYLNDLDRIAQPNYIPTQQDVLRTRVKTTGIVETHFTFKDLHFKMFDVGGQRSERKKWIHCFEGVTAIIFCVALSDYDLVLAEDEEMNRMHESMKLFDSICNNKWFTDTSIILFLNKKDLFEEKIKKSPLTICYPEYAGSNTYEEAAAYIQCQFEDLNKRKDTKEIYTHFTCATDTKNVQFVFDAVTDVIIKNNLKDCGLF
An asterisk follows results filed as active; i = inactive; ? = inconclusive; · = no result given; & = joins results of further samples; [ ] = dose if it differs, or a comment. Unless noted, the call rests on the fitted dose curve; in most records, active means well fitted curve in the direction sought with a large enough effect; inconclusive means small, poorly fitted or top-dose-only effect, or another doubt; inactive means no such curve, though single readings can be large; an effect the other way counts as inactive or inconclusive. Potency means the concentration at half of the fitted maximal effect.

SMILES	LMNA splice mod	SMN2 splice enh	KDM4E inh	TR SRC2 fluor cs	TRb SRC2 PPI	RECQ1 helicase	ALDH1A1 block	GoLoco inh red
CCN1/C(=C/c2ccc3cc(C)ccc3[n+]2CC)Sc2ccccc21	?	-73%[inhibitor]	-4%	0%	4%	?	-11%	37%[activator]
O=c1cc(-c2ccc(O)cc2)oc2cc(O)c(C3OC(CO)C(O)C(O)C3O)c(O)c12 (stereo not drawn)	·	·	?	-3%	9%	?	?	4%
COc1ccc(CC(=O)Nc2ccc(OC)nc2)cc1	·	9%	10%	3%	-6%	-2%	13%	13%
Cc1ccccc1OCc1nc(C#N)c(N2CCCC2)o1	·	·	-2%	-1%	-10%	-8%	?	11%
O=C(NCc1ccco1)c1ccc(COCC(F)(F)C(F)F)cc1	14%	-17%	2%	-7%	3%	i	-6%	12%
On1c(-c2ccco2)nc2c1CCc1nonc1-2	0%	6%	-19%	-4%	-3%	0%	?	2%
COc1ccc(-n2nc(C(=O)Nc3ccc4c(c3)OCO4)c3ccccc3c2=O)cc1	-2%	13%	-7%	0%	-19%	i	7%	-7%
O=C(Nn1c(C2CCC2)nc2ccccc2c1=O)c1cccs1	·	6%	-2%	-2%	-6%	-2%	7%	6%
c1ccc(-c2nnc(SCCC3OCCCO3)o2)cc1	-11%	11µM*	8%	-2%	9%	4%	1%	-1%
CNC(=S)Nc1ccc([N+](=O)[O-])cc1	·	-32%[inhibitor]	-14%	-8%	-3%	-6%	?	3%
CCN(CC)S(=O)(=O)c1ccc(Cl)c(NC(=O)CSc2nnc(-c3cccs3)o2)c1	-17%	10%[1.84 µM]	-8%	-2%	4%	-3%	?	59%[activator]
CCCNC(=O)Nc1cc(C)on1	2%	-14%	-2%	0%	11%	i	3%	-3%
Cc1cc(-c2ccccc2)nc2cc(C(N)=O)nn12	-2%	9%	?	-1%	8%	-9%	?	0%
COc1cc(Cl)c(C)cc1NC(=O)COC(=O)c1cnc(C)cn1	-1%	18%	3%	0%	-13%	-4%	-11%	5%
CC(CNC(=S)Nc1cc(F)cc(F)c1)CSc1ccc(Cl)cc1 (stereo not drawn)	·	-21%	-7%	-2%	-8%	i	?	11%

Part of the list above, in markdown:
| molecule | LMNA splice mod | SMN2 splice enh | KDM4E inh | TR SRC2 fluor cs | TRb SRC2 PPI | RECQ1 helicase | ALDH1A1 block | GoLoco inh red |
| --- | --- | --- | --- | --- | --- | --- | --- | --- |
| c1ccc(-c2nnc(SCCC3OCCCO3)o2)cc1 | -11% | 11µM* | 8% | -2% | 9% | 4% | 1% | -1% |
| CNC(=S)Nc1ccc([N+](=O)[O-])cc1 | · | -32%[inhibitor] | -14% | -8% | -3% | -6% | ? | 3% |

(more compounds)
SMILES	LMNA splice mod	SMN2 splice enh	KDM4E inh	TR SRC2 fluor cs	TRb SRC2 PPI	RECQ1 helicase	ALDH1A1 block	GoLoco inh red
CC1=CC(C)(C)N(S(=O)(=O)c2ccc(F)cc2)c2ccccc21	?	-3%	7%	-2%	0%	10%	18%	3%
CCc1nnc(NC(=O)CSc2ccc(-c3ccccc3OC)nn2)s1	7%[46 µM]	-3%	2%	-1%	2%	-3%	3%	0%
O=C(Oc1cccc2cccnc12)c1ccc(N2C(=O)C3C4CCC(C4)C3C2=O)cc1 (stereo not drawn)	12%	10%	-10%	-2%	1%	1%	?	4%
COc1cccc(OC)c1C(=O)Nc1ccc(N2CCN(S(C)(=O)=O)CC2)cc1	0%	10%	-1%	-3%	3%	7%	-3%	-15%
Cc1nnc2sc(-c3ccco3)nn12	-6%	·	5%	2%	3%	i	1%	1%
COC(=O)c1ccc(N2CCOCC2)c(F)c1	-10%	-6%	3%	1%	2%	-5%	10%	-7%
CCN(CC)C(c1ccc(F)cc1)c1nnnn1CC1CCCO1 (stereo not drawn)	15%	27%	5%	-2%	-10%	-9%	10%	2%
CC(CC(=O)Nc1ccc2c(c1)OCCO2)c1ccccc1 (stereo not drawn)	-12%	11µM*	-2%	-1%	4%	-2%	2%	5%
CC1(C)Cc2nc(-c3ccccc3)n3cnnc3c2CO1	6%	-3%	6%	-5%	2%	i	7%	7%
CN(C)CC(=O)N1c2ccccc2CCc2ccc(NC(=O)c3ccc(N)cc3)cc21	-13%	?	8%	-14%	9%	-7%	?	-10%
Cc1nn(C)c(C)c1CN(C)C(=O)c1cnn2c1NC(c1ccccc1)CC2C(F)(F)F (stereo not drawn)	10%	-16%	4%	-5%	0%	-7%	0%	5%
CCCCOc1ccccc1P(=O)(O)CP(=O)(c1ccccc1)c1ccccc1	5%	-2%	8%	-1%	-3%	7%	6%	-1%
Cc1ccc(NC(=O)Cc2nc(CSc3nnc(-c4ccc5c(c4)OCO5)o3)cs2)cc1	6%	1%	-3%	2%	-1%	-3%	?	5%
C/C(=N\Nc1nc2ccccc2[nH]1)c1cccs1	?	·	-2%	-4%	-7%	-13%	2%	·
COc1ccc(NC(=S)Nc2ncccc2C)c(OC)c1	0%	?	9%	-1%	-5%	6%	?	-3%
CCOC(=O)N1CCN(C(=O)C2CCN(S(=O)(=O)c3cc(Cl)ccc3Cl)CC2)CC1	-2%	-31%[inhibitor]	1%	1%	5%	2%	12%	0%
COC(=O)Nc1ccc(NC(C)=O)cc1	-7%	?	1%	1%	-14%	-7%	-2%	-4%
Cc1noc(C)c1S(=O)(=O)N(C)CC(=O)Nc1ccc(F)cc1	0%	-17%	2%	1%	8%	-3%	?	0%
CC1CCCC(NC(=O)COC(=O)c2ccccc2[N+](=O)[O-])C1C (stereo not drawn)	-7%[46 µM]	1%	-10%	-3%	-9%	-12%	-6%	0%
CCOC(=O)CSc1nc2cc(C)cc(C)c2cc1C#N	-4%	0%	-14%	0%	-2%	-7%	-9%	10%
O=[N+]([O-])c1ccc(OCC(O)CN2CCN(c3ccccc3F)CC2)cc1 (stereo not drawn)	?	19%	-2%	-2%	-1%	-1%	8%	5%
Cc1cc2cc(CNC(=O)NC3CCCCC3)ccc2n1C	-17%	4%	-2%	-1%	-11%	0%	-2%	13%
Cc1cc(C)c2[nH]c(=O)c(C(c3nnnn3C3CCCC3)N3CCOCC3)cc2c1 (stereo not drawn)	2%	-13%	-29%	-3%	-5%	-6%	?	-21%
CCCOc1ccc(/C=N/O)cc1	11%[0.0737 µM]	-2%	-4%	2%	-14%	-1%	15%	17%
NS(=O)(=O)c1ccc(CCNC(=O)CCC2COc3ccccc3O2)cc1 (stereo not drawn)	-10%	-16%	5%	-3%	-3%	1%	10%	5%
COc1cc2c(cc1OC)C(c1ccccc1)N(S(C)(=O)=O)CC2 (stereo not drawn)	·	·	8%	2%	3%	14%	-1%	2%
Cc1nc(NC(=O)c2ccccc2)sc1C1(C)CC(c2ccccc2F)=NO1 (stereo not drawn)	·	·	?	0%	6%	-12%	·	30%
CCOC(=O)N1CCN(C(=O)CN(C2CCCCC2)S(=O)(=O)c2ccc(C)cc2)CC1	13%	13%	-6%	0%	10%	8%	7.1µM*	-6%
Cc1cc(CNC(=O)CCc2nnc(CCCc3ccccc3)o2)nn1C	25%[46 µM]	·	-5%	-2%	1%	-6%	1%	2%
O=C(Nc1cc(S(=O)(=O)N2CCCCC2)ccc1N1CCCCC1)c1ccncc1	·	·	-11%	1%	2%	-7%	·	8%
CS(=O)(=O)N(CC(=O)Nc1ccccc1C(=O)N1CCOCC1)c1ccc2c(c1)OCO2	4%	6%	1%	-3%	-6%	2%	-5%	3%
Cc1ccc(-c2nc(NCc3cccnc3)c3ccccc3n2)cc1	-4%	6%	8%	-2%	-3%	-9%	-5%	3%
O=C(c1cc(S(=O)(=O)N2CCOCC2)c(Cl)cc1Cl)N1CCCCC1CO (stereo not drawn)	·	·	-2%	-3%	-2%	-9%	·	0%
Cc1ccc(OCCCCn2cnc3ccccc32)cc1	·	-70%&-51%[inhibitor]	-6%	-1%&-1%	-5%&3%	-5%	-3%	3%
COc1ccc(OCCCC(=O)Nc2nncs2)cc1	-11%	4%	-6%	-1%	-3%	-5%	5%	2%
CC(C)CCNC(=O)C(c1ccncc1)N(Cc1cccs1)C(=O)Cn1nnc(-c2ccc(F)cc2)n1 (stereo not drawn)	?	-6%	?	-2%	-1%	2%	?	0%
Cc1nn(C)c(C)c1NC(=O)c1cnn2c(C(F)F)cc(-c3ccccc3)nc12	8%[46 µM]	-2%	3%	-1%	-1%	i	-3%	8%
O=C(O)COc1ccc(/C=C2\SC(=Nc3ccccc3)N(c3ccccc3)C2=O)cc1	·	7%	2%	-4%	2%	i	18µM*	3%
N/C(Cc1ccc(Cl)cc1)=N\OC(=O)C1CCCCC1	5%	7%	5%	-2%[53 µM]	5%[53 µM]	-13%	-9%	1%
N/C(=N\O)c1ccc(NC(=O)c2cccs2)cc1	3%	27%	2%	-3%	0%	-4%	?	7%
CC(=O)c1ccc(OC(=O)c2ccc(-n3nc(C)cc3C)cc2)cc1	-4%[46 µM]	0%	-6%	-2%	4%	i	13%	11%
COc1ccc(Nc2ncnc3c2cnn3Cc2ccccc2)cc1	?	-23%	-2%	-1%	-1%	i	8.9µM*	-8%
O=C(c1ccco1)N1CCN(c2nc3ccccc3n3nnnc23)CC1	-6%	21%	?	0%	-2%	-9%	?	8%
Nc1nc2n(n1)C(c1cccs1)CC(c1ccc(F)cc1)N2 (stereo not drawn)	-2%	-14%	0%	1%	2%	-1%	1%	-2%
C/C(=N/NC(=O)CNC(=O)Cc1ccccc1)c1ccco1	11%	-8%	11%	-1%	-4%	3%	-11%	-4%
C=C/C1=C/Cc2ccccc2[C@H](C[N+](=O)[O-])C(C(=O)OC)(C(=O)OC)C1	·	-3%	-7%	-1%	0%	-4%	-2%	0%
Cc1cc(NC(=O)Nc2cccc(Cl)c2)n(-c2ccccc2)n1	·	·	1%	-4%	-7%	-1%	·	8%
Cc1cc[n+]2c3c(cccc13)CCC2	?	3%	?	0%	-18%	i	?	14%
O=C(O)c1ccc(NC(CSCc2ccccc2F)C(=O)O)c([N+](=O)[O-])c1 (stereo not drawn)	-2%	-5%	-4%	-3%	1%	-6%	7.9µM*	6%

Only part of the results is shown; rates above refer to the full screens.
